Bioassay records: PubChem BioAssay, The Scripps Research Institute Molecular Screening Center
MITF primary – human MITF inhibition, primary screen | AID 1259374 | hit rate 0.91% among 650,000 | O75030 | inhibition, % at 2.6 µM | AlphaScreen MITF homodimerization, bead proximity signal; in the data active means inhibition above about 50%;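 further: 0% = vehicle wells with protein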
FBW7 activator – activators of human E3 ligase FBW7; AlphaScreen FBW7–phospho-cyclin E peptide binding, activator screen; normalized activity (activation), % at 26.1 µM; hit rate 0.13% among 650,000; in the data active means normalized activity above about 1.9%;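 further: purified mutant Fbw7 with reduced substrate affinity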
Target sequence (Q969H0 whole entry, looked up): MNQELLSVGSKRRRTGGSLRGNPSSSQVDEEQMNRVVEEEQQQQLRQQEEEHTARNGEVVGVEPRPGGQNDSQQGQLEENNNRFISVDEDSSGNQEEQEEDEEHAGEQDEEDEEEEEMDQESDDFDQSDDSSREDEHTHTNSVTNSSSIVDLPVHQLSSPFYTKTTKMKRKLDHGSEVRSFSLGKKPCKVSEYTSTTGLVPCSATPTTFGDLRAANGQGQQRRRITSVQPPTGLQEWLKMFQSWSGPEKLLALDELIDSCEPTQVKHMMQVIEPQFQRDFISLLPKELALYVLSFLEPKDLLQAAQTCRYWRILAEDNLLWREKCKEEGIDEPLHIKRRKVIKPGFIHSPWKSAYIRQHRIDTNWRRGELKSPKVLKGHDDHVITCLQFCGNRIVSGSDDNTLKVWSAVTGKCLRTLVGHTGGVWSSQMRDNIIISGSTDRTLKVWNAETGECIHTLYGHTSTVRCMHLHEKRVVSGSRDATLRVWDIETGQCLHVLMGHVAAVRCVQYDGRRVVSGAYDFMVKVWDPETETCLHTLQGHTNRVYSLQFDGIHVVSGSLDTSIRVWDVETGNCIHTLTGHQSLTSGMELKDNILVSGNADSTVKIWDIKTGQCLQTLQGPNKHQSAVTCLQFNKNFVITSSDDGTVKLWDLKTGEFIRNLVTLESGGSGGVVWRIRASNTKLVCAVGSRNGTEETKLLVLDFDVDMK
TEAD-YAP block – TEAD-YAP interaction inhibition. HEK-TIYL cells, TEAD-Gal4/YAP UAS-luciferase luminescence. inhibition, % at 9.12 µM. hit rate 1.4% among 640,000; in the data active means inhibition above about 32%;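 further: 0% = median of test compound wells and 100% = reference inhibitor wells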
GPR151 activ – human GPR151 activation; Q8TDV0; activation, % at 11.2 µM; hit rate 1% among 650,000; PathHunter beta-arrestin GPR151 cells, luminescence; AID 1508602; in the data active means activation above about 4.9%;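 further: 0% = median of compound wells and 100% = cells with positive control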
* marks the source's active call; other numbers are inactive results.

`CC(=O)O[C@H]1CC2CCC3C(CC[C@@]4(C)C3C[C@H]([N+]3(C)CCCCC3)[C@@H]4OC(C)=O)[C@@]2(C)C[C@@H]1N1CCCCC1` (some centres undefined) gave MITF primary -3, FBW7 activator -0.1, TEAD-YAP block -6 and GPR151 activ -0.9.
For Nc1ncnc(NCC2CCCO2)c1[N+](=O)[O-] (centres undefined) the results were MITF primary 4, FBW7 activator -0.1, TEAD-YAP block 6 and GPR151 activ 1.6.
`COc1cc(CN2CCN(Cc3ccc(C)cc3)C(CCO)C2)cc(OC)c1` (centres undefined) gave MITF primary 1, FBW7 activator 0.0, TEAD-YAP block -3 and GPR151 activ -0.3.
Screening Cc1cc(C)c2oc(-c3ccc(C)c(NC(=S)NC(=O)c4cc5ccccc5o4)c3)nc2c1 returned MITF primary -9, FBW7 activator 0.1, TEAD-YAP block -3 and GPR151 activ -0.6.
For O=C(O)CCCSCC(=O)Nc1ccccc1 the results were MITF primary -4, FBW7 activator -0.3, TEAD-YAP block 0 and GPR151 activ 1.4.
O=C1OC(c2cc([N+](=O)[O-])ccc2Cl)=N/C1=C/c1cccs1 was read as MITF primary 5, FBW7 activator 0.3, TEAD-YAP block 4 and GPR151 activ -0.8.
COCCN1C(=O)Cc2c1nc(N)c1c(N)nc(N3CCC(C)CC3)c(C#N)c21 was read as MITF primary 5, FBW7 activator 0.0, TEAD-YAP block -3 and GPR151 activ 0.3.
Screening O=C(N1CCCCCC1)N1c2ccccc2Sc2ccccc21 returned MITF primary 3, FBW7 activator 0.0, TEAD-YAP block -3 and GPR151 activ 0.1.
CN(C)S(=O)(=O)c1ccc(C(=O)Nc2nc(-c3ccc(Br)cc3)cs2)cc1 was read as MITF primary 2, FBW7 activator 0.1, TEAD-YAP block -2 and GPR151 activ -0.7.
Screening CCCc1cc(=O)[nH]c2nnc(SCC(=O)Nc3ccc4c(c3)OCO4)n12 returned MITF primary 11, FBW7 activator 0.0, TEAD-YAP block -5 and GPR151 activ -0.3.
`COc1ccc2[nH]c(C)c(CN3CCOCC3)c(=O)c2c1` gave MITF primary -4, FBW7 activator -0.1, TEAD-YAP block 8 and GPR151 activ 4.0.
`O=C(CSc1ccc(Cl)cc1)NC1CC1` gave MITF primary 5, FBW7 activator 0.0, TEAD-YAP block -13 and GPR151 activ -0.5.
For CCSc1nc2sccn2c(=O)c1C(=O)Nc1cccc(Oc2ccccc2)c1 the results were MITF primary 0, FBW7 activator -0.3, TEAD-YAP block 6 and GPR151 activ 0.0.
NC(=O)C[n+]1cc(Br)ccc1N was read as MITF primary 11, FBW7 activator 0.0, TEAD-YAP block 5 and GPR151 activ -0.4.
For O=C1CSC(c2ccccc2Cl)N1c1ccccc1 (centres undefined) the results were MITF primary 14, FBW7 activator 0.4, TEAD-YAP block -2 and GPR151 activ 0.4.
For CCc1nn(C(CC)C(=O)NCc2ccccn2)c(=O)c2cc3occc3n12 (centres undefined) the results were MITF primary 6, FBW7 activator -0.3, TEAD-YAP block 8 and GPR151 activ 1.2.
Screening O=C(O)CC(NC(=O)c1cccs1)c1cccc([N+](=O)[O-])c1 (centres undefined) returned MITF primary 1, FBW7 activator 0.0, TEAD-YAP block -3 and GPR151 activ 0.1.
`CCN(CC)C(=O)C1CCCN(Cc2sccc2C)C1` (centres undefined) gave MITF primary 51*, FBW7 activator 0.5, TEAD-YAP block 1 and GPR151 activ 1.1.
Screening CCC1CCCCN1S(=O)(=O)c1ccc2c(c1)NC(=O)C(C)C(=O)N2 (centres undefined) returned MITF primary 4, FBW7 activator -0.1, TEAD-YAP block 8 and GPR151 activ -1.0.
Screening Cc1nc(NCC2COc3ccccc3O2)c2c3c(sc2n1)CCCC3 (centres undefined) returned MITF primary 7, FBW7 activator 0.5, TEAD-YAP block 5 and GPR151 activ -0.8.
Screening NC(=O)c1ccccc1NC(=O)CCCOc1ccc(Cl)cc1 returned MITF primary -14, FBW7 activator 0.1, TEAD-YAP block 0 and GPR151 activ -0.2.
For COc1ccccc1CNc1nc2ccc(C)cc2n2cnnc12 the results were MITF primary 7, FBW7 activator 0.1, TEAD-YAP block 9 and GPR151 activ 0.3.
Screening COCCCNC(=O)c1ccc2c(c1)ncn2-c1ccc(C)cc1C returned MITF primary 6, FBW7 activator 0.2, TEAD-YAP block -10 and GPR151 activ 1.8.
COc1ccc(-c2cc(=NCC(=O)NCC(=O)O)c3cc(C)ccc3o2)cc1 was read as MITF primary 3, FBW7 activator -0.1, TEAD-YAP block -60 and GPR151 activ -0.4.
`CC(=O)CCc1c[nH]c2c(C(=O)O)cccc12` gave MITF primary 0, FBW7 activator -0.1, TEAD-YAP block -5 and GPR151 activ -1.0.
For COc1ccc(CNC(=O)c2ccc3c(c2)NC(=O)C(CS(=O)(=O)Cc2cccc(C)c2)N3)cc1 (centres undefined) the results were MITF primary -15, FBW7 activator 0.6, TEAD-YAP block 0 and GPR151 activ -0.5.
`Cc1ccc(O)c(NC(=O)CSc2ccc(Cl)cc2)c1` gave MITF primary 12, FBW7 activator 0.3, TEAD-YAP block -2 and GPR151 activ 2.7.
For CSCCCN1C(=O)CCC1CCNCc1cccc(F)c1 (centres undefined) the results were MITF primary 13, FBW7 activator 0.3, TEAD-YAP block -18 and GPR151 activ -0.3.
For CN(C(=O)CSc1nnnn1-c1ccc(O)cc1)C1CCS(=O)(=O)C1 (centres undefined) the results were MITF primary 9, FBW7 activator 0.1, TEAD-YAP block 0 and GPR151 activ -0.1.
`Cc1ccc(CCN2CC(C(=O)NCC3CCCO3)CC2=O)cc1` (centres undefined) gave MITF primary -2, FBW7 activator -0.3, TEAD-YAP block 1 and GPR151 activ 1.9.
COc1ccccc1-n1c(SCC(=O)Nc2cccc(C(F)(F)F)c2)nc2c(sc(=S)n2-c2ccccc2)c1=O was read as MITF primary 3, FBW7 activator 0.1, TEAD-YAP block -6 and GPR151 activ 1.0.
Screening Cc1c(C#N)c2ccccc2n1CC(=O)NC1CCCCCC1 returned MITF primary 13, FBW7 activator 0.7, TEAD-YAP block -3 and GPR151 activ -1.8.
CC1(C)CC(=O)C2=C(C1)Nc1ncnn1C2c1ccc(OC(F)F)cc1 (centres undefined) was read as MITF primary 18, FBW7 activator 0.0, TEAD-YAP block 4 and GPR151 activ -2.0.
For Nc1c(C(=O)NCc2ccc3c(c2)OCO3)sc2nc3cc4c(cc3cc12)OCCO4 the results were MITF primary 2, FBW7 activator -0.2, TEAD-YAP block -12 and GPR151 activ 1.4.
Cc1nn(CC(=O)NCc2ccccc2)c(=O)c2cc3sccc3n12 was read as MITF primary -8, FBW7 activator 0.1, TEAD-YAP block -4 and GPR151 activ -0.6.
CC1=C(C(=O)Nc2ccccc2F)C(c2cccs2)C2=C(CCCC2=O)N1 (centres undefined) was read as MITF primary 2, FBW7 activator -0.1, TEAD-YAP block 4 and GPR151 activ 2.0.
Screening COc1cc(/C=C2\C(=O)N(c3ccc(NC(C)=O)cc3)N=C2c2ccccc2)ccc1O returned MITF primary 21, FBW7 activator -0.9, TEAD-YAP block 0 and GPR151 activ 1.9.
For COc1ccc(Cl)cc1-n1c(=S)sc2c(=O)n(-c3ccc(F)cc3)c(SC)nc21 the results were MITF primary 6, FBW7 activator 0.0, TEAD-YAP block 8 and GPR151 activ -0.4.
`Cc1ccc(C)c(N2C(=O)N(C)c3ccccc3S2(=O)=O)c1` gave MITF primary 0, FBW7 activator -0.1, TEAD-YAP block 13 and GPR151 activ 0.7.
For CCCCCC1CCC(c2ccc(OC(=O)c3cccc(C(=O)Oc4ccc(C5CCC(CCCCC)CC5)cc4)n3)cc2)CC1 (centres undefined) the results were MITF primary 19, FBW7 activator 0.1, TEAD-YAP block 1 and GPR151 activ 0.8.
For C[C@@H]1CC[C@@]23CCC4(C)[C@@](C=CC5[C@@]6(C)CCC(=O)C(C)(C)C6CC[C@]54C)(OC2=O)C3[C@H]1C (some centres undefined) the results were MITF primary -12, FBW7 activator -0.1, TEAD-YAP block -16 and GPR151 activ 0.6.
O=C(NNc1ccc2ccccc2c1)c1ccco1 was read as MITF primary 11, FBW7 activator -0.2, TEAD-YAP block 18 and GPR151 activ 0.5.
CC1CC(=O)Nc2ccccc2N1C(=O)c1cccc(F)c1 (centres undefined) was read as MITF primary -17, FBW7 activator -0.1, TEAD-YAP block 1 and GPR151 activ -1.2.
CC(=O)c1c(C)[nH]c(C(=O)OCC(=O)c2cc(C)n(CC(F)(F)F)c2C)c1C was read as MITF primary 9, FBW7 activator 0.2, TEAD-YAP block 2 and GPR151 activ 1.9.
`Cc1sc(NC(=O)c2nc3ccccc3s2)c(C#N)c1C` gave MITF primary 3, FBW7 activator 0.3, TEAD-YAP block -28 and GPR151 activ -2.2.
`O=C(N/N=C/c1cc2c(cc1Br)OCO2)C1C2CCCCC21` (centres undefined) gave MITF primary 0, FBW7 activator 0.1, TEAD-YAP block 11 and GPR151 activ 0.6.
`FC(F)(F)c1cccc(CNc2nc(N3CCC(N4CCOCC4)CC3)nc3c2ncn3-c2ccccc2)c1` gave MITF primary 8, FBW7 activator -0.1, TEAD-YAP block 8 and GPR151 activ 0.6.
Screening O=C(CC1SC(=Nc2ccccc2)N(CCc2ccccc2)C1=O)Nc1ccc([N+](=O)[O-])cc1 (centres undefined) returned MITF primary 11, FBW7 activator 0.0, TEAD-YAP block -8 and GPR151 activ -0.8.
For Cc1nnn(C23CC4CC(CC(C(=O)NCCc5ccccc5)(C4)C2)C3)n1 the results were MITF primary 2, FBW7 activator -0.2, TEAD-YAP block 2 and GPR151 activ -1.7.
Screening CCNC(=O)N1CCc2nc(-c3ccccc3)nc(N3CCOCC3)c2C1 returned MITF primary -5, FBW7 activator 0.0, TEAD-YAP block -3 and GPR151 activ 0.5.
CCCCCSc1nnc2c(n1)OC(c1ccc3c(c1)OCO3)N(C(C)=O)c1ccccc1-2 (centres undefined) was read as MITF primary 2, FBW7 activator -0.2, TEAD-YAP block 5 and GPR151 activ 0.6.
`CCCNC(=O)c1ccc2c(c1)N(Cc1ccc(F)cc1)C(=O)CS2` gave MITF primary 0, FBW7 activator -0.3, TEAD-YAP block 13 and GPR151 activ 0.4.
`Cc1ccc(C)n1-c1cccc(N)c1` gave MITF primary -9, FBW7 activator 0.0, TEAD-YAP block -4 and GPR151 activ -0.1.
NC(=O)c1oc2ccccc2c1NC(=O)c1coc2ccccc2c1=O was read as MITF primary -8, FBW7 activator 0.0, TEAD-YAP block -21 and GPR151 activ 0.9.
For O=C1OC(c2cccc(Cl)c2Cl)=N/C1=C/c1ccccc1 the results were MITF primary -5, FBW7 activator 0.0, TEAD-YAP block -1 and GPR151 activ -0.6.
Screening COCCN(CCOC)S(=O)(=O)c1ccc(C(=O)Nc2nc(-c3ccc(C(C)C)cc3)cs2)cc1 returned MITF primary -3, FBW7 activator -0.2, TEAD-YAP block 3 and GPR151 activ 0.0.
Cc1ccc(N2CCN(S(=O)(=O)c3ccccc3)CC2)cc1 was read as MITF primary 5, FBW7 activator 0.0, TEAD-YAP block 0 and GPR151 activ 0.8.
Screening O=C1N[C@@H](COCc2ccccc2)C(=O)N2CCN(C(=O)c3cc(F)ccc3F)C[C@H]12 returned MITF primary -9, FBW7 activator 0.1, TEAD-YAP block 7 and GPR151 activ 0.0.
Nc1cc(C(=O)N2CCN(c3cccc(Cl)c3)CC2)ccc1N1CC2CC(C1)c1cccc(=O)n1C2 (centres undefined) was read as MITF primary -5, FBW7 activator 0.0, TEAD-YAP block -11 and GPR151 activ 0.4.
Screening O=C1CCc2cc(S(=O)(=O)N3CCC(C(=O)NC4CCCCCCC4)CC3)ccc2N1 returned MITF primary 1, FBW7 activator 0.0, TEAD-YAP block -9 and GPR151 activ 1.7.
For CCOc1ccccc1N1C(=O)c2ccc(C(=O)Nc3ccc(OC)cc3OC)cc2C1=O the results were MITF primary -6, FBW7 activator 0.2, TEAD-YAP block 11 and GPR151 activ 2.2.
CCCn1c(N/N=C(\C)c2ccccc2O)nc2c1c(=O)n(C)c(=O)n2C was read as MITF primary 3, FBW7 activator 0.1, TEAD-YAP block 3 and GPR151 activ -0.6.

Among those listed so far, these contain a Cl atom.
O=C1OC(c2cc([N+](=O)[O-])ccc2Cl)=N/C1=C/c1cccs1 was read as MITF primary 5, FBW7 activator 0.3, TEAD-YAP block 4 and GPR151 activ -0.8.
`O=C(CSc1ccc(Cl)cc1)NC1CC1` gave MITF primary 5, FBW7 activator 0.0, TEAD-YAP block -13 and GPR151 activ -0.5.
For O=C1CSC(c2ccccc2Cl)N1c1ccccc1 (centres undefined) the results were MITF primary 14, FBW7 activator 0.4, TEAD-YAP block -2 and GPR151 activ 0.4.
Screening NC(=O)c1ccccc1NC(=O)CCCOc1ccc(Cl)cc1 returned MITF primary -14, FBW7 activator 0.1, TEAD-YAP block 0 and GPR151 activ -0.2.
`Cc1ccc(O)c(NC(=O)CSc2ccc(Cl)cc2)c1` gave MITF primary 12, FBW7 activator 0.3, TEAD-YAP block -2 and GPR151 activ 2.7.
For COc1ccc(Cl)cc1-n1c(=S)sc2c(=O)n(-c3ccc(F)cc3)c(SC)nc21 the results were MITF primary 6, FBW7 activator 0.0, TEAD-YAP block 8 and GPR151 activ -0.4.
For O=C1OC(c2cccc(Cl)c2Cl)=N/C1=C/c1ccccc1 the results were MITF primary -5, FBW7 activator 0.0, TEAD-YAP block -1 and GPR151 activ -0.6.
Nc1cc(C(=O)N2CCN(c3cccc(Cl)c3)CC2)ccc1N1CC2CC(C1)c1cccc(=O)n1C2 (centres undefined) was read as MITF primary -5, FBW7 activator 0.0, TEAD-YAP block -11 and GPR151 activ 0.4.
